# Compound activity from PubChem.
# NPYLR7 ag: mosquito NPYLR7 agonism. HEK293T NPYLR7/Galpha15, GCaMP6s calcium fluorescence. activation, % at 10 µM. 270,000 tested, 0.15% active. AID 1259423; in the data active means activation above about 40%;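 further: 0% = vehicle and 100% = reference agonist at the receptor; some compounds past the cut are filed as inactive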
# mcGAS lum: blocks mouse cGAS activity; 160,000 tested, 0.15% active; AID 1259399; inhibition, % at 12.5 µM; recombinant cGAS, Kinase-Glo ATP depletion luminescence;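 further: 0% = negative control wells and 100% = reference inhibitor with no enzyme activity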
# hcGAS lum: blocks human cGAS activity | Q8N884 | recombinant h-cGAS, ATP depletion, Kinase-Glo luminescence | inhibition, % at 12.5 µM | 290,000 tested, 0.081% active | AID 1259398;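 further: 0% = vehicle reaction and 100% = reaction without DNA for no activity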
# Target sequence (Q8N884 whole entry, looked up): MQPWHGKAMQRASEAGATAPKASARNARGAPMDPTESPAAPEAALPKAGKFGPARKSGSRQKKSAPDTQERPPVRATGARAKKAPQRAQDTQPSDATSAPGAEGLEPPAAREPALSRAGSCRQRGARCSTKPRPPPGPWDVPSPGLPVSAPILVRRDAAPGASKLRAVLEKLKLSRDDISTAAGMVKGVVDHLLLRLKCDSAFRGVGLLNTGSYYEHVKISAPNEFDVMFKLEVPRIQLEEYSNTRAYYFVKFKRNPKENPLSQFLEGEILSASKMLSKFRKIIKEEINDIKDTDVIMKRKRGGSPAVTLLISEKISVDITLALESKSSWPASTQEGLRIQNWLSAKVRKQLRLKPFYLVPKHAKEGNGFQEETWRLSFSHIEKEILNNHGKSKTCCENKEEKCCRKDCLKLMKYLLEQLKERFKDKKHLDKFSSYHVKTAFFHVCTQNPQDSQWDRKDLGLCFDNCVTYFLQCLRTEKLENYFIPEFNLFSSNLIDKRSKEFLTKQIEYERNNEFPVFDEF
# The depositor's hits bear a star; · = no result given; & = joins results of further samples. Unless noted, no stated cut-off is given here; in the data, active means inhibition above about 40%; inactive means the rest.
SMILES,NPYLR7 ag,mcGAS lum,hcGAS lum
CCN(CC)c1ccc2cc(C(N)=O)c(=Nc3ccccc3)oc2c1,-4,-5,-2
CN1CCCN(C(=O)c2cnc(-c3ccc4c(c3)OCO4)nc2Nc2ccc(F)cc2)CC1,·,0,1
O=C(c1ccco1)N(Cc1nccn1Cc1ccccc1F)CC1CC1,26,-5,-10
O=C(CCC1CCN(C(=O)Cn2cccn2)CC1)N1CCC(Cc2ccccc2)CC1,18,·,-11
O=C(Nc1cc(Cl)cc2cccnc12)C1CCCN1C(=O)c1ccccc1 (centres undefined),6,·,-8
CC1=NC2=C(C(=O)CC(C)(C)C2)C(c2ccccc2)C1C#N (centres undefined),6,-5,-4
CC(C)c1csc(NC(=O)c2n[nH]c(=O)c3ccccc23)n1,7,-5,-1
Cn1cncc1-c1nccn1CCCN1CCOCC1,-3,-15,-4
C=C(C)Cn1c(N2CCN(Cc3c(F)cccc3Cl)CC2)nc2c1c(=O)[nH]c(=O)n2C,0,·,-4
CCOC(=O)c1c(C)nn(-c2ccc(C(=O)NC3CCCC(C)C3)cc2)c1C (centres undefined),-6,-2,-11
O=C(NCCN1CCOC1=O)c1cccc2ccnn12,2,·,3
O=C(Nc1sc2c(c1C(=O)NCC1CCCO1)CCCC2)c1cccc([N+](=O)[O-])c1 (centres undefined),3,-7,-3
COc1ccc(CCc2nnc(CCC(=O)NCc3cc(F)ccc3C)o2)cc1,-3,·,-7
O=C(Nc1ccc2c(c1)OCO2)c1ccc(CSc2nnc(-c3ccccc3Cl)n2Cc2ccccc2)cc1,-4,1,-1
Cc1nc2cc(NC(=O)C3CCCN(C(=O)OC(C)(C)C)C3)ccc2o1 (centres undefined),-1,-6,-1
O=C(CC1C=CCC1)N1CCN(Cc2cccc(-c3noc(-c4cccc(C(F)(F)F)c4)n3)c2)CC1 (centres undefined),3,-6,-4
Cc1cnc2c(c1SCc1ccccn1)c(=O)n(C)c(=O)n2C,4,-8,-11
C#CCCCCCCCCCCCC(O)CC(O)COC(C)=O (centres undefined),-7,-2,-3
N#C/C(=C\c1cccn1-c1ccc([N+](=O)[O-])cc1)c1nn(CCO)c(N)c1C#N,0,·,-7
CCOC(=O)C1CCCN(c2nc3c(S(=O)(=O)c4ccc(C)c(C)c4)nnn3c3ccsc23)C1 (centres undefined),9,-8,-11
COc1ccccc1OCC1c2ccsc2CCN1C(=O)CN(CC1CCCO1)C(=O)c1ccccc1F (centres undefined),5,-7,-7
COC(=O)c1cc(S(=O)(=O)N(C)C2CCCCC2)cn1C,3,·,1
CCCN(Cc1c(C)nn(-c2ccc(F)cc2)c1Oc1cccc(F)c1)CC(O)Cc1ccccc1 (centres undefined),-3,1,1
O=C(C1CCCO1)N1CCC(n2cnc3cc(C(F)(F)F)ccc32)CC1 (centres undefined),20,-1,2
O=C(Cn1nc(-c2ccc(F)cc2)c2sc(N3CCCC3)nc2c1=O)N1CCCc2ccccc21,-3,-7,-8

# The closing two records of the section above are carried over, then new ones follow:
SMILES,NPYLR7 ag,mcGAS lum,hcGAS lum
O=C(C1CCCO1)N1CCC(n2cnc3cc(C(F)(F)F)ccc32)CC1 (centres undefined),20,-1,2
O=C(Cn1nc(-c2ccc(F)cc2)c2sc(N3CCCC3)nc2c1=O)N1CCCc2ccccc21,-3,-7,-8
Cc1occc1SCc1csc(Cc2ccc(Cl)c(Cl)c2)n1,27,-3,-5
CCc1cn[nH]c1C1CCCN(C(=O)c2conc2-c2ccccc2)C1 (centres undefined),-1,·,5
C=C(C)Cn1c(=O)c2c(nc3n2CC(C)=NN3CCN2CCOCC2)n(C)c1=O,3,-7,-5
C=CCOc1ccccc1CN1CCC2(CC1)C(=O)N(Cc1cccc3ccccc13)C(=O)N2CC,9,0,-4
CCN(CC(=O)NC(C)C)CC(=O)NC1CCCCCCC1,-4,·,-2
CC(NC(=O)C1CCN(Cc2ccc3c(c2)OCO3)CC1)c1ccc(F)cc1 (centres undefined),6,-5,-4
CC(C)C(=O)N1CCCC1(C)C(=O)Nc1ccc2c(c1)OCO2 (centres undefined),5,-5,-12
Cc1ccc(-c2nnc(C(C)N3CCN(Cc4ccc(C(C)C)cc4)CC3)o2)cc1 (centres undefined),1,·,-1
CCCn1cnnc1CN(C)CC[C@H]1CCCN1C,·,0,3
O=C(NCCc1csc(-c2ncccn2)n1)c1cnn2c1CCCC2,3,·,-7
COc1ccc(OC)c(CN2CCCn3cccc3C2c2cccc(F)c2)c1 (centres undefined),-2,-5,-7
Cc1c(C(=O)N(C)Cc2ccc(F)cc2)sc(=O)n1Cc1ccccc1F,-3,·,-9
CC(C)c1ccc(NC2CCCN(C(=O)c3ccc4nccnc4c3)C2)cc1 (centres undefined),-2&0,·,4&-3
O=S(=O)(CCC1CCCO1)N1CCc2c(F)ccc(F)c2C1 (centres undefined),-2,-11,-11
O=C(NC1CC1c1ccccc1)N1CCc2ccc(O)cc2C1 (centres undefined),1,·,-2
CN1CC[C@H](NC(=O)c2cnccn2)C[C@H](O)C1,4,-1,-2
COc1ccc2cc(C3CN(c4nc(C)nc5sccc45)CCO3)ccc2c1 (centres undefined),·,-14,-6
CCOc1cccc(C=Nn2c(-c3ccccc3Cl)n[nH]c2=S)c1O,5,1,-3
Cc1ccc(NC(=O)c2ccccc2)c(NS(=O)(=O)c2ccc3[nH]cc(C(=O)O)c(=O)c3c2)c1,-9,-4,-2
C=C(C)Cn1c(=O)c2c(nc3n(-c4ccc(OCC)cc4)c(C)cn23)n(C)c1=O,8,-5,-2
CC(C)c1cc(NC(=O)N2CCSC(C)(C)C2)no1,5,·,-8
COc1ccnc(NN=C2c3ccccc3-c3ccccc32)n1,1,-15,-8
CN(C)C(=O)c1ccc(NCC(=O)Nc2ccc(S(=O)(=O)N3CCCCCC3)cc2)cc1,8,-6,-4
O=C(NCc1ccco1)c1coc(CN(CCc2c[nH]c3ccccc23)Cc2cccc(C(F)(F)F)c2)n1,20,-6,1
Cc1ccc(C(=O)N(Cc2nccn2Cc2cccc(F)c2)CC2CC2)cc1,3,-6,7

# Five of the compounds above, with two lines to a compound.
# Values run as follows: NPYLR7 ag	mcGAS lum	hcGAS lum
> Cc1c(C(=O)N(C)Cc2ccc(F)cc2)sc(=O)n1Cc1ccccc1F
 : -3	·	-9
> C=C(C)Cn1c(=O)c2c(nc3n2CC(C)=NN3CCN2CCOCC2)n(C)c1=O
 : 3	-7	-5
> O=C(NC1CC1c1ccccc1)N1CCc2ccc(O)cc2C1 (centres undefined)
 : 1	·	-2
> CC(C)c1cc(NC(=O)N2CCSC(C)(C)C2)no1
 : 5	·	-8
> O=C(NCc1ccco1)c1coc(CN(CCc2c[nH]c3ccccc23)Cc2cccc(C(F)(F)F)c2)n1
 : 20	-6	1

# Entries from the list above containing two or more sulfur atoms (2):
SMILES,NPYLR7 ag,mcGAS lum,hcGAS lum
CCOC(=O)C1CCCN(c2nc3c(S(=O)(=O)c4ccc(C)c(C)c4)nnn3c3ccsc23)C1 (centres undefined),9,-8,-11
Cc1occc1SCc1csc(Cc2ccc(Cl)c(Cl)c2)n1,27,-3,-5

# Continued:
SMILES,NPYLR7 ag,mcGAS lum,hcGAS lum
CCCCS(=O)(=O)N1CCN(c2c(CCC(=O)OCC)c(C)nc3ncnn23)CC1,-7,2,-1
COc1ccc(CN2CN(S(=O)(=O)c3cccs3)c3nc4ccccc4nc32)cc1,3,-7,-6
O=C(COc1ccc(Cl)cc1)Nc1c(-c2cccc(F)c2)nc2ccccn12,-1,-8,-10
COc1cccc(C2=NN(C(=O)CN3CCOCC3)C(c3ccccc3C)C2)c1 (centres undefined),19,-7,-7
Cc1cc(Cn2nc(C)c([N+](=O)[O-])c2C)no1,0,·,-1
Cc1ccc(CN(C)C(=O)c2cc(COc3ccc4sc(C)nc4c3)on2)o1,0,-8,-7
COC(=O)NNC(=O)c1cc(-c2ccccc2)cs1,1,-9,-10
Cc1nsc(NC(=O)N2CCCC(c3ccccc3)CC2)n1 (centres undefined),0,-11,-7
CCN(CC)CCCC(C)NC(=O)c1cc(-c2ccc(OC)cc2)n2nc(C)c(-c3ccccc3)c2n1 (centres undefined),4,-6,-7
N#Cc1c(-c2ccco2)c2c([nH]c1=S)CCCC2=O,10,·,2
CCCN(CCC(=O)N1CCN(c2ccccc2F)CC1)c1nc(-c2ccccc2)nc2cc(Cl)ccc12,23,-5,-8
COC(=O)[C@@H]1C[C@@H](N(C)C)CN1C(=O)c1ccc(-c2noc(C3CC3)n2)cc1,-3,·,-2
CC(C)Nc1ncccc1C(=O)Nc1ccccc1Nc1ccccc1,-3,0,-4
CCOC(=O)c1cc(-c2ccc(Cl)cc2)n(-c2ccc(C(=O)NC3CCc4ccccc43)cc2)n1 (centres undefined),7,-4,2
Cc1ccc(NC(=O)Cn2nc(C3CCCN(S(C)(=O)=O)C3)n(C)c2=O)c(C)c1 (centres undefined),-4,-8,-6
O=C(CNC(=O)c1ccccc1)NCC(=O)N1CCOC(COc2ccc3c(c2)CCCC3)C1 (centres undefined),-6,-6,-5
CN(C)c1cccc(C(NC(=O)c2cccc(SC(F)F)c2)c2ccc(S(C)(=O)=O)cc2)c1 (centres undefined),-7,·,-2
COc1ccc(NC(=O)N2CCc3ccccc3C2c2ccccc2Cl)cc1 (centres undefined),26,-7,-8
Cc1ccc(C(=O)Nc2ccc(N3CCCC3)c(C(=O)NC(C)c3ccccc3)c2)cc1 (centres undefined),-4,-9,-11
CCNC(=O)COc1ccc(CNC(=O)N2CCCC2C(C)C)cc1OC (centres undefined),11,·,-6
COCc1nc(CN(CC(C)C)C(=O)CC(C)C)[nH]c(=O)c1Cc1cc(C)ccc1C,21,·,-7
O=C(CSc1nnc(C2CCCCC2)o1)NN1C(=O)NC2(CCCCC2)C1=O,-1,-3,-7
Cc1cc(=O)[nH]c(SCc2nc3sccn3c2Br)n1,-2,·,-11&-8
CC1=NC2=C(C(=O)CCC2)C(c2ccsc2)C1C(=O)OC1CCCCC1 (centres undefined),-9,2,4
COC(=O)c1cc(CN(C)Cc2nc(-c3cccnc3)no2)cs1,0,-17,-4

# Following part.
SMILES,NPYLR7 ag,mcGAS lum,hcGAS lum
O=C(c1c[nH]c(-c2ccncc2)c1)c1cc(Cl)ccc1O,2,-17,-3
CCC(C)NC(=O)c1ccc(N2CCC(C)CC2)c([N+](=O)[O-])c1 (centres undefined),-6,-4,-11
Cc1cccc(N2CCN(Cc3n[nH]c(=O)n3Cc3cccc(F)c3)CC2)c1C,13,·,-5
CSc1ccc(S(=O)(=O)N(CC(=O)NC(C)c2ccccc2)c2ccc(C)cc2)cc1 (centres undefined),-13,-4,-3
CC(=O)Nc1cccc(Nc2nccc3[nH]c(-c4ccccc4)cc23)c1,-3,-3,2
COc1cccc2ccc(CN3CCC(CO)(CCCc4ccccc4)CC3)nc12,15&16,3&14,-3&0
CCOC(=O)C(c1cc(OC)ccc1OC)C1C=CC(NC(=O)c2cccs2)C1 (centres undefined),5,-5,-8
CCOC(=O)Cn1c(=O)c2c(nc3n2CCCN3c2ccc(Oc3ccccc3)cc2)n(C)c1=O,1,-6,1
COc1ccc(C2Nc3ccccc3N=C3CC(C)(C)CC(=O)C32)c(OC)c1 (centres undefined),2,-5,-5
O=C(Nc1cc2c(cc1Cl)OCO2)c1cc(Cl)ccn1,3,-7,-9
CC(=O)Cn1c(=O)c2c(nc3n(-c4ccc(Cl)cc4)c(C)c(C)n23)n(C)c1=O,-6,·,-7
COc1cc(C2C(C(=O)OCc3ccccc3)=C(C)NC3=C2C(=O)CC(c2ccccc2)C3)ccc1O (centres undefined),-13,2,3
CC(=O)O[C@@H]1CC2C(C)(C)[C@H](O)CC[C@]2(C)C2CC[C@@]3(C)[C@H](c4ccoc4)OC(=O)C4OC43[C@@]21C (some centres undefined),-5,-3,-5
CC1(C)CC2(C)NNC(=O)CN2C(=S)N1 (centres undefined),-2,·,-2
CCC(NC(=O)c1coc(CN2CCN(c3ccccc3F)CC2)n1)c1ccncc1 (centres undefined),3,·,-1
CC(c1cccc(-c2nccn2CCc2ccccn2)c1)N(C)C (centres undefined),17,-11,-1
CC(C)CNC(=O)CC1CSc2nc(C(C)C)cc(=O)n21 (centres undefined),1,·,0
CCC(C)C(=O)Nc1n[nH]c(-c2ccc(C(C)(C)C)cc2)n1 (centres undefined),-2,·,-3
O=C(c1cc2ccccc2s1)N1CCN(c2nc3nccc(-c4cccnc4)n3n2)CC1,1,-5,-3
COc1cc(-c2nnc(SC(C)C)o2)cc(OC)c1OC,1,·,-5
COC(=O)CN(Cc1cnn(C)c1)S(=O)(=O)c1cccc(C)c1,16,·,-6
CCN(CC(=O)NC1CCS(=O)(=O)C1)S(=O)(=O)c1c(C)noc1C (centres undefined),4,·,-5
O=C(c1cc(Cl)c[nH]1)N1CCC(C(O)c2ccccc2)CC1 (centres undefined),-2,·,3
CCn1nnc2c(Nc3ccc(C)c(F)c3)ncnc21,6,-8,-10
CCCNC(=O)C1(C)CCCN(Cc2ccccc2Cl)C1 (centres undefined),0,·,-7
Cc1nc([N+](=O)[O-])c(N2CCN(c3ccccn3)CC2)n1Cc1ccccc1,-1,·,-3
S=C(NN=C1CC2CC=CC12)NC1CCCCC1 (centres undefined),-5,·,-7
CCN1CCC(NC(=O)CSc2cc(C)c3ccc(C)cc3n2)CC1,-2,·,-3

# Molecules above that contain a cyano group:
SMILES,NPYLR7 ag,mcGAS lum,hcGAS lum
CC1=NC2=C(C(=O)CC(C)(C)C2)C(c2ccccc2)C1C#N (centres undefined),6,-5,-4
N#C/C(=C\c1cccn1-c1ccc([N+](=O)[O-])cc1)c1nn(CCO)c(N)c1C#N,0,·,-7
N#Cc1c(-c2ccco2)c2c([nH]c1=S)CCCC2=O,10,·,2
